# Source: PubChem
# VIM-2 inhibitor: VIM-2 metallo-beta-lactamase inhibitors, primary screen, biochemical, epi-absorbance readout, Pseudomonas aeruginosa enzyme; inhibition, % at 5.6 µM; purified VIM-2, nitrocefin hydrolysis, epi-absorbance fluorescence; 290,000 compounds, 0.89% hits;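 active means inhibition above the mean of all tested compounds plus 3 SD, cutoff set per screening run, cut at about 7.5% in these data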;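 further: red hydrolysis product quenches plate fluorescence so inhibitors raise well fluorescence; 0% = enzyme with DMSO and 100% = DMSO without enzyme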
# V1aR counter: agonists of human V1a receptor, primary screen, counter-screen for OXTR agonist project, fluorescence, CHO-V1R cells; 320,000 compounds, 0.25% hits; activation, % at 3 µM; AID 2797, 2010; Fluo-8 calcium fluorescence, agonist mode; 0% DMSO, 100% 3 nM vasopressin; Vasopressin V1a receptor (Homo sapiens), P37288;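 active means activation above the mean activation of all tested compounds plus 3 SD, per screening run, cut at about 20% in these data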;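 further: signal is peak over basal fluorescence ratio across a 100 second FLIPR read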
# Target sequence (P37288 whole entry, looked up): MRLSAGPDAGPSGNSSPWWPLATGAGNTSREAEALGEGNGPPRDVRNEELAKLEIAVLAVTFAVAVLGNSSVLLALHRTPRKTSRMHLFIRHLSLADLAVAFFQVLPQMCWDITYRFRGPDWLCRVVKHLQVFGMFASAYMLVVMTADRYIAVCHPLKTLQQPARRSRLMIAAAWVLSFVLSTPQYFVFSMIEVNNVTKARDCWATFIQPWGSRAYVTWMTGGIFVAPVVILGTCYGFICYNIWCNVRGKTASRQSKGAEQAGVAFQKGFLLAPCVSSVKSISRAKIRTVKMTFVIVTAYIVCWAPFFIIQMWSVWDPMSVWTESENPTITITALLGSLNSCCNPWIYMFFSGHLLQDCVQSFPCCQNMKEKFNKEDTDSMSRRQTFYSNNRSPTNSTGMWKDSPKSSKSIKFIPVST
# GalR3 antag: GalR3 antagonists in HEK293 cells, primary screen, cell-based, fluorescence readout | Galanin receptor type 3 (Homo sapiens), O60755 | HEK293 GalR3-CNG cAMP membrane potential fluorescence; galR3 body fused to GalR1 C-terminus | inhibition, % at 3 µM | 360,000 compounds, 0.44% hits | AID 651719, 2012;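 active means inhibition above the screen-wide average plus 3 SD, cut at about 13% in these data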;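 further: forskolin and galanin both at EC90 stimulate the cells; cAMP rise reported by CNG channel membrane potential dye signal; 0% = forskolin plus galanin with DMSO and 100% = forskolin alone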
# Target sequence (O60755 1-299 limits assumed): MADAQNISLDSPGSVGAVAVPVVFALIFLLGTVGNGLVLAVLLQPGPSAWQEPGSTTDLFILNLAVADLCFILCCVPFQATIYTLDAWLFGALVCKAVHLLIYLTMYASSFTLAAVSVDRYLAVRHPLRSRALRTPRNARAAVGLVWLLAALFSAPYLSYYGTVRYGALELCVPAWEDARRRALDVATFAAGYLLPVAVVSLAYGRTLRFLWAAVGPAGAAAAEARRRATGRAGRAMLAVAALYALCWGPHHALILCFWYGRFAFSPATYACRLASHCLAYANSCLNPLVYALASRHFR
# GPR7 antag: GPR7 receptor antagonists, primary screen, cell-based, fluorescence, single concentration | Neuropeptides B/W receptor type 1 (Homo sapiens), P48145 | GPR7-expressing cells, fluorescence antagonist assay | inhibition, % at 4.4 µM | 290,000 compounds, 1.1% hits; in the data active means inhibition above about 16%, passing the limit was not always enough;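 further: cells stimulated with the agonist NPW; 0% = agonist with vehicle and 100% = vehicle without agonist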
# FID counter: compounds displacing fluorescent DNA intercalator, primary screen, artefact control for HCV NS3 helicase inhibitor project, biochemical, FID fluorescence. AID 1845, 2009. DNA fluorescent intercalator displacement. 290,000 compounds, 0.17% hits. inhibition, % at 7.9 µM; in the data active means inhibition above about 37%;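 further: 0% = vehicle and 100% = reference compound; higher means more ethidium bromide displaced from hairpin DNA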
# NS3 helicase inh: inhibitors of HCV NS3 helicase, primary screen, biochemical, Cy5 molecular beacon fluorescence; NS3 helicase DNA unwinding; 290,000 compounds, 0.56% hits; inhibition, % at 10.9 µM; AID 1800, 2009; Hepatitis C virus NS3 helicase;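 active means inhibition above the mean of all tested compounds plus 3 SD, set per campaign, cut at about 35% in these data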;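 further: 0% = DMSO wells and 100% = thioflavine S control wells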
#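 Assay system – hepatitis C virus NS3 helicase domain fragment enzyme · Buffer or medium – MOPS pH 6.5, MgCl2, DTT, Tween20, BSA · Reagent – Cy5/quencher beacon DNA duplex and ATP to start · Compound – single 10.9 µM dose · Timing – 1 h at 25 °C · Technique – Cy5 beacon fluorescence read at start and 1 h · Measure – % inhibition of unwinding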
# IMP-1 inhibitor: IMP-1 metallo-beta-lactamase inhibitors, primary screen, biochemical, epi-absorbance readout, Pseudomonas aeruginosa enzyme; metallo-beta-lactamase IMP-1 (Pseudomonas aeruginosa); purified IMP-1, nitrocefin hydrolysis, epi-absorbance fluorescence; inhibition, % at 5.6 µM; 290,000 compounds, 0.45% hits; AID 1556, 2009;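 active means inhibition above the mean plus 3 SD of all compounds in the same screening run, cut at about 4.5% in these data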;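 further: 0% = IMP-1 with DMSO and 100% = DMSO wells lacking enzyme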
#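 Material – recombinant IMP-1 enzyme, purified · Amount – IMP-1 0.2 nM before substrate addition · Medium – HEPES buffer pH 7.1 with ZnSO4 and Brij 35 · Timing – 25 °C, 15 min preincubation, 25 min reaction · Measured by – plate fluorescence quenching by hydrolysis product, ex 480/em 530 nm · Read-out – percent enzyme inhibition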
# OXTR agonist: human OXTR agonists, primary screen, fluorescence, CHO-OTR cells, Fluo-8 calcium; 320,000 compounds, 0.32% hits; activation, % at 3 µM; AID 2435, 2010; Oxytocin receptor (Homo sapiens), P30559; Fluo-8 calcium fluorescence; normalized: DMSO 0%, oxytocin 100%;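 active means activation above the mean of all tested compounds plus 3 SD, cutoff set per screening run, cut at about 20% in these data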;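 further: peak over basal fluorescence ratio from a 100 s FLIPR kinetic read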
# Target sequence (P30559 whole entry, looked up): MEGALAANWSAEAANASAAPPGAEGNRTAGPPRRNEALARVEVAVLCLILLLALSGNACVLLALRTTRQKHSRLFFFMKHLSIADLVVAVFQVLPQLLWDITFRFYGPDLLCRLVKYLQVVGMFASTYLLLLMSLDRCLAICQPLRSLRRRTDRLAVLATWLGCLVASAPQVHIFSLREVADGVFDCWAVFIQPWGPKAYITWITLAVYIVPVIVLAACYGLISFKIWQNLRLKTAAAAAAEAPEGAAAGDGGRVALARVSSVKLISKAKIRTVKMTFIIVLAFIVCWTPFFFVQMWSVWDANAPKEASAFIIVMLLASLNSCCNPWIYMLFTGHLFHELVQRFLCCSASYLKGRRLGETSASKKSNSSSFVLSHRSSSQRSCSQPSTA
# PHOSPHO1 block: PubChem AID 1565 | 290,000 compounds, 1.1% hits | recombinant PHOSPHO1, absorbance phosphatase assay | Phosphoethanolamine/phosphocholine phosphatase (Homo sapiens), Q8TCT1 | inhibition, % at 13.3 µM; in the data active means inhibition above about 60%
# Active calls of the source: *; x = no result given.
SMILES,VIM-2 inhibitor,V1aR counter,GalR3 antag,GPR7 antag,FID counter,NS3 helicase inh,IMP-1 inhibitor,OXTR agonist,PHOSPHO1 block
O=c1ncn(-c2ccccc2F)c2ncccc12,-2.2,0.6,1,-7,0,0,-2.3,1.0,20
Cc1cc(NC(=O)CN2C(=O)c3ccccc3S2(=O)=O)no1,-2.1,-0.8,2,-16,-5,7,-1.3,0.2,8
O=C(COC(=O)CN1C(=O)c2ccccc2C1=O)NC1CCCCC1,-3.9,2.0,-9,-3,-13,8,-0.1,0.7,27
COCC(=O)N(Cc1ccccc1)c1ccccn1,-1.4,-0.9,-2,-5,-1,-1,-1.9,0.7,-10
Cc1cnc(C(=O)OCC(=O)Nc2ccc(Oc3ccccc3)cc2)cn1,-1.9,3.4,-3,22,-7,-3,-0.7,2.0,4
CN(C)S(=O)(=O)N1CCN(c2ccc(Cl)cc2)CC1,-2.0,2.1,-5,-8,-7,9,-4.5,0.8,-56
O=C(NCCCN1CCOCC1)c1cc2c(s1)-c1ccccc1OC2,3.5,4.1,-10,12,23,-9,0.2,2.9,7
O=C(NC(=O)c1ccccc1)NC1(C(F)(F)F)OCCO1,-2.2,0.5,x,-10,-9,9,-4.8,2.5,3
Cc1ccn2c(NC3CCCC3)c(-c3ccsc3)nc2c1,-1.9,-1.1,5,3,-9,10,0.9,-1.1,-13
CCCc1cc(Nc2ccccc2)n2ncnc2n1,-1.1,-1.0,-3,-18,-8,0,-2.7,-1.4,24
O=C(NCc1ccco1)c1ccc2c(c1)N(Cc1ccccc1)C(=O)CS2=O (stereo unspecified),-3.3,0.3,1,-11,-8,14,-3.6,-1.1,-12
CCOc1cccc(NC(=O)Cn2nc(-c3ccc4c(c3)OCCO4)ccc2=O)c1,-2.9,0.0,1,-5,-2,-5,-1.5,-1.8,3
CC(C)NC(=O)Cn1cc(C#N)c2cc(Br)ccc21,-0.7,0.1,-7,3,-3,-3,-1.5,1.3,-5
ON(Cc1c(F)cccc1Cl)Cc1c(F)cccc1Cl,4.8,0.4,-5,-6,-15,8,2.5,-0.9,3
COc1cccc(CN(C)C(=O)c2cc(-c3ccc(OC)c(OC)c3)nc3ccccc23)c1,-0.4,x,-4,9,-57,-21,-1.6,x,-62
O=C(NCc1ccc2c(c1)OCO2)C1CCCN1C(=O)Nc1cccc(F)c1 (stereo unspecified),-1.9,-0.2,-4,-8,1,-4,-2.5,-0.8,17
Cc1ccc(OCCN2CCN(C(=O)CCC(=O)Nc3nnc(CC(C)C)s3)CC2)cc1,-2.1,7.3,-4,6,-24,-9,-0.7,9.2,28
O=C(CSc1nc2ccccc2[nH]1)N1CCN(c2ccc(F)cc2)CC1,-1.8,2.6,-4,-15,-11,-9,-5.2,-1.6,20
CCNC(=O)C(=O)NCC(c1ccc2c(c1)OCO2)N1CCOCC1 (stereo unspecified),-2.0,0.2,2,-5,-5,1,-3.5,0.6,18
COc1cc(/C=N/Nc2ccccn2)ccc1OCC(C)C,2.9,0.3,-3,23,-10,-19,-0.3,-0.5,-8
CC(C)CCC(C)NC(=O)c1ccc2nccnc2c1 (stereo unspecified),2.7,-0.2,5,11,-10,19,0.5,-0.8,-5
CNC(=S)N(CCc1c(C)[nH]c2ccc(OC)cc12)Cc1ccco1,-3.8,8.4,-14,4,-11,-6,-3.8,1.4,22
CCOCCCNC(=O)c1cc(=O)n(Cc2cccc(C)c2)c2ccccc12,0.9,1.1,-1,20,-6,8,-0.7,0.8,24
O=C(Nc1cccc(Cl)c1)Nc1ccc2nccnc2c1,1.0,23*,-8,8,19,-9,-1.9,14,-2
CS(=O)(=O)N(CC(=O)NCCC1=CCCCC1)c1cccc([N+](=O)[O-])c1,-2.6,0.6,-6,-14,-7,-4,-3.1,-0.3,8
# Next records.
SMILES,VIM-2 inhibitor,V1aR counter,GalR3 antag,GPR7 antag,FID counter,NS3 helicase inh,IMP-1 inhibitor,OXTR agonist,PHOSPHO1 block
CC(C)(C)OC(=O)N1CCC(c2cc(=O)n3[nH]cc(C(=O)Nc4ccc(F)c(Cl)c4)c3n2)CC1,-5.8,-0.8,6,-10,-8,25,-4.2,-0.4,28
Fc1ccccc1N1CCN(C(c2cccs2)c2nnnn2CCc2ccccc2)CC1 (stereo unspecified),-0.5,1.5,2,-4,-1,-2,-4.1,-0.3,-9
NS(=O)(=O)c1ccc(NC(=O)C2Cc3ccccc3CN2C(=O)c2ccco2)cc1 (stereo unspecified),-5.5,0.3,-6,5,-18,30,0.4,0.5,6
COC(=O)c1cc(OC)c(OC)cc1NC(=O)c1cc(-c2ccccc2)nc2ccccc12,-1.8,0.2,-5,10,-5,-3,0.6,0.8,-7
CCOc1ccc(/C=N/NC(=O)CC(=O)NCc2ccccc2)cc1,-1.2,-0.9,-5,-2,-4,0,-3.8,-1.6,37
COc1ccc(CNC(=O)C2Cc3ccccc3CN2C(=O)c2ccco2)cc1 (stereo unspecified),-2.4,0.4,-5,-6,-12,3,-4.4,-0.7,-8
C[C@]12C(=O)N(c3ccc(C(F)(F)F)cc3)C(=O)N1[C@@H]1c3ccccc3OC[C@@H]1[C@H]2c1ccccc1,-3.7,2.0,-5,-8,-13,-31,1.5,0.6,-24
COc1cccc(N2C(=O)N(c3ccccc3)C3CS(=O)(=O)CC32)c1 (stereo unspecified),1.8,0.3,2,-7,0,4,-0.8,-0.5,0
COCCCn1c(-c2cccs2)nc2nc3ccccc3nc21,1.1,-0.4,-4,4,-12,-1,-3.6,-1.3,-6
Cc1cccc(NC(=O)c2ccc(C3SCC(=O)N3CCc3ccccc3)cc2)c1 (stereo unspecified),-2.9,5.8,2,5,-17,-15,-2.4,0.8,-32
Cc1cc(COc2ccccc2OCCN2CCN(C)CC2)no1,-1.8,-0.1,-4,1,3,8,-3.5,-0.1,34
COc1ccc(NC(=O)CSc2nnc(CCC(=O)Nc3ccc(C)c(Cl)c3)n2C)cc1,-0.5,-0.2,-4,-12,-4,-10,-1.9,-0.2,25
C=CCn1c(CC(C)(C)C)nc2ccccc21,-0.6,-1.0,-10,4,-3,-16,-0.9,-2.2,38
CC(C)c1cccc(C(C)C)c1NC(=O)COC(=O)c1ccc(OCC(=O)Nc2cccc(C(F)(F)F)c2)cc1,-5.3,4.0,0,-4,-6,6,-7.4,1.0,8
N#Cc1cccc(NC(=O)CSc2sc3c(O)cc(=O)[nH]c3c2C#N)c1,-0.6,14,-8,-5,-5,16,-0.7,0.4,24
CCOC(=O)C1(C(=O)OCC)C(c2ccccc2)CC(O)N1C(C)=O (stereo unspecified),-0.3,x,-3,0,-1,8,-1.8,x,-3
COc1cc(NS(=O)(=O)c2ccc(NC(=O)/C=C/C(=O)O)cc2)nc(OC)n1,0.7,1.3,-10,-1,-4,21,-2.0,0.1,-39
COC(=O)c1cccc(NC(=O)C(C)(C)C)c1,-0.9,0.4,-1,-18,0,-4,-1.8,0.8,16
CC(=O)c1ccc(NC2c3ncccc3C(=O)N2Cc2ccc(F)cc2)cc1 (stereo unspecified),-2.0,-0.3,-5,-13,-15,6,-2.6,0.2,36
COc1ccccc1N=Nc1c(C)n[nH]c1C,-1.0,-0.7,-4,-4,-9,-7,-2.9,-1.5,42
COc1c(C)cccc1C(=O)NC(=S)Nc1ccccc1N1CCCC1,0.1,-0.3,0,-33,-15,-2,-1.0,-1.1,22
CN(CCC#N)S(=O)(=O)c1ccc2[nH]cc(C(=O)NCCc3ccccc3)c(=O)c2c1,-2.7,-0.2,1,-7,19,-23,-1.8,0.6,-1
O=C1C2C3CCCC3=C3CCCC3C2C(=O)N1c1cccc(Cl)c1 (stereo unspecified),-0.5,-1.6,0,-9,-10,9,-2.2,-2.4,-5
COc1cc(C(=O)Nc2ccc(C#N)cc2)c([N+](=O)[O-])cc1OC,-3.2,-0.6,-6,-10,21,-2,-2.2,0.0,-16
COc1ccc(NC(=S)N(CCc2nc3cc(C)c(C)cc3[nH]2)Cc2cccnc2)cc1,-0.7,-0.7,-1,-7,-3,-9,-3.7,-1.6,-16

# One compound at a time (already shown). Values in the order: VIM-2 inhibitor	V1aR counter	GalR3 antag	GPR7 antag	FID counter	NS3 helicase inh	IMP-1 inhibitor	OXTR agonist	PHOSPHO1 block
# CCOc1ccc(/C=N/NC(=O)CC(=O)NCc2ccccc2)cc1 is listed with -1.2	-0.9	-5	-2	-4	0	-3.8	-1.6	37
# Cc1ccc(OCCN2CCN(C(=O)CCC(=O)Nc3nnc(CC(C)C)s3)CC2)cc1 is listed with -2.1	7.3	-4	6	-24	-9	-0.7	9.2	28

# Following part.
SMILES,VIM-2 inhibitor,V1aR counter,GalR3 antag,GPR7 antag,FID counter,NS3 helicase inh,IMP-1 inhibitor,OXTR agonist,PHOSPHO1 block
COc1cc(N2CCOCC2)ncn1,-1.7,0.2,-3,-6,-6,4,-2.2,0.3,-22
CC(C)(C)c1ccc(C(=O)NC(Cc2ccccc2)C(=O)O)cc1 (stereo unspecified),-1.0,0.0,-3,4,-36,21,-1.8,0.3,37
CC(=O)c1ccc(OCc2cc(C(=O)NCCc3ccc(Cl)cc3)no2)cc1,-1.6,3.7,-6,6,-23,10,-2.5,2.4,12
CC1CCN(C(=O)CSc2nnc(CNC(=O)c3ccc(S(=O)(=O)N(C)C)cc3)o2)CC1,0.4,2.2,-1,-7,-28,1,-0.7,-1.0,29
N#Cc1c(N)nc2c(c1N)CC(CCl)O2 (stereo unspecified),-1.6,-1.2,-2,-6,-1,-5,-0.8,-0.7,8
Cc1csc(NC(=O)CSc2ncc(-c3ccccc3)[nH]2)n1,-2.8,0.9,-6,5,-4,10,-2.9,0.0,-33
CCOc1ccc(C(C)=O)cc1COc1cccnc1[N+](=O)[O-],0.6,0.1,-6,2,-7,-10,-1.7,-0.8,32
COc1ccccc1NCc1ccc([N+](=O)[O-])s1,-2.8,-0.5,-7,-2,4,5,-3.0,-1.8,-4
COc1cc(OC)cc(C(=O)N[C@H](C(=O)OCC(=O)Nc2ccc(C)cc2C)C(C)C)c1,-6.1,4.2,3,-5,-33,2,-2.7,13,10
CC(C)(C)C(=O)COC(=O)C1CC(=O)N(c2ccccc2)C1 (stereo unspecified),-2.2,0.9,-2,2,-6,10,-3.3,1.2,-6
CCCCC(=O)Nc1cc([N+](=O)[O-])ccc1Cl,-3.7,-0.7,-1,2,-1,4,-1.2,-0.9,2
COC(=O)[C@H](Cc1ccccc1)NC(=O)NCc1cccs1,-1.0,0.5,-5,-7,-3,2,-1.9,-0.7,3
COc1ccc(CNC(=O)CNC(=O)c2ccc(Br)o2)cc1OC,-2.2,2.2,-3,3,-5,7,-0.4,0.1,28
